RGS4-Gao reg – modulators of RGS4 binding to Galphao, primary screen, biochemical, multiplexed bead flow cytometry; Guanine nucleotide-binding protein G(o) subunit alpha (Homo sapiens), P09471; actives lie on both sides; binding response (% of control), % at 10 µM; 220,000 compounds, 0.33% hits; AID 1415, 2008; in the data active = binding response below about 49% or above about 150%; inactive = in between;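 note: fluorescent Galphao activated with aluminum fluoride binding bead-coupled RGS4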
Target sequence (P09471 whole entry, looked up): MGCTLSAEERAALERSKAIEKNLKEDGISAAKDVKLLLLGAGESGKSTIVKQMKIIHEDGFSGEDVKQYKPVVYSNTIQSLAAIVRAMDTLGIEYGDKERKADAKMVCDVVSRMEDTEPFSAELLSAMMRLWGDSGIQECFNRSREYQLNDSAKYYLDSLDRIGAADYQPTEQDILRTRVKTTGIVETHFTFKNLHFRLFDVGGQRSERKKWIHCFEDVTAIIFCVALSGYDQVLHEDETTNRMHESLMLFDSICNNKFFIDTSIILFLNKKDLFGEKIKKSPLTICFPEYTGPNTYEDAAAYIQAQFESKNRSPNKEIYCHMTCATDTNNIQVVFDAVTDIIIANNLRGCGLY
Mcl-1 Bim block – inhibitors of Bim peptide binding to Mcl-1, primary screen, biochemical, bead-based flow cytometry, multiplex; inhibition, % at 10 µM; Bim peptide-Mcl-1 binding; Induced myeloid leukemia cell differentiation protein Mcl-1 (Homo sapiens), Q07820; 190,000 compounds, 0.1% hits; in the data active = inhibition above about 40%;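 note: 0% = no compound tracer wells and 100% = peptide blocker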
Target sequence (Q07820 whole entry, looked up): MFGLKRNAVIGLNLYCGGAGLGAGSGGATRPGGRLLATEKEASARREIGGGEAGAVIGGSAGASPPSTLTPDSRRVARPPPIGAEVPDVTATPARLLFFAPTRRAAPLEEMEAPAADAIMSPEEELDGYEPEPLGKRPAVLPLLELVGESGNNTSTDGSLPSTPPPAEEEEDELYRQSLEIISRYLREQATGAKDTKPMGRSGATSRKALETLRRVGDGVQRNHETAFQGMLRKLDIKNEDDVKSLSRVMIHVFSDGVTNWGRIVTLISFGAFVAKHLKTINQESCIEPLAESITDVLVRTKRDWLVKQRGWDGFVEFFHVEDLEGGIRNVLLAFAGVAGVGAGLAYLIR
Mcl1 Noxa PPI – Mcl-1/Noxa binding inhibitors, primary screen, biochemical, TR-FRET, 1536-well; Induced myeloid leukemia cell differentiation protein Mcl-1 (Homo sapiens), Q07820; TR-FRET Mcl-1/Noxa peptide binding, 2 h; inhibition, % at 21.7 µM; 220,000 compounds, 1.5% hits; AID 1022, 2008;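 active = compounds that cut the protein-peptide binding signal by more than 50% relative to plate controls in a single-dose test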;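 note: His-tagged Mcl-1 with rhodamine Noxa BH3 peptide and terbium anti-His antibody; 0% = Mcl-1 plus Noxa peptide wells and 100% = peptide-only wells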
RGS7-Gao – RGS7-Galphao binding modulators, primary screen, biochemical, multiplexed bead flow cytometry; Guanine nucleotide-binding protein G(o) subunit alpha (Homo sapiens), P09471; actives lie on both sides; binding response (% of control), % at 10 µM; 220,000 compounds, 0.35% hits; in the data active = binding response below about 49% or above about 150%; inconclusive = no clear call, values can overlap the other calls; inactive = in between;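 note: fluorescent Galphao held in activated GDP-AlF4 state binding bead-coupled RGS7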
Mcl1-Bid inh – Mcl-1/Bid binding inhibitors, primary screen, biochemical, TR-FRET, 1536-well. AID 1021, 2008. Induced myeloid leukemia cell differentiation protein Mcl-1 (Homo sapiens), Q07820. TR-FRET Mcl-1/Bid-Dy647 peptide binding. 220,000 compounds, 0.97% hits. inhibition, % at 21.7 µM;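 active = compounds that cut the binding signal by more than half at the single screening dose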;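 note: His-tagged Mcl-1 with europium anti-His antibody binding Bid BH3 peptide; 0% = Mcl-1 plus peptide wells and 100% = peptide-only wells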
ABCG2 block – ABCG2 efflux pump inhibitors, primary screen, multiplex with ABCB1, IgMXP3 cells, flow cytometry. Broad substrate specificity ATP-binding cassette transporter ABCG2 (Homo sapiens), Q9UNQ0. JC-1 efflux. inhibition, % at 6.6 µM. 190,000 compounds, 0.1% hits;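 active = inhibition above 80%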;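 note: 0% = DMSO and 100% = nicardipine control wells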
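Test system: ABCG2 IgMXP3 and barcoded ABCB1 CCRF-Adr cell mix; Schedule: cells with compound and JC-1, 10 min at 25 °C, rotating, no wash; Technique: flow cytometry of retained JC-1 fluorescence; Measure: % inhibition of efflux relative to nicardipine and DMSO; Controls: nicardipine high and DMSO low controls.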
Pf gametocyte – late stage P. falciparum gametocyte viability inhibitors, primary screen, ATP luminescence, HTS; P. falciparum stage V gametocytes, 24 h; inhibition, % at 10.9 µM; 150,000 compounds, 0.065% hits;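 active = inhibition above the mean plus 3 SD of compounds within the control limits, set per campaign, cut at about 38% in these data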;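 note: 0% = DMSO wells and 100% = medium only without gametocytes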
Avidin fluor – green autofluorescence of compounds with avidin beads – biophysical, 488/530 nm, flow cytometry, artefact control, profiling panel. compound fluorescence 488/530 nm; active compounds read high. fluorescence (KMESF) at 10 µM. 220,000 compounds, 0.38% hits; in the data active = fluorescence above about 47; note: inactives centre near 10
RGS8-Gao reg – RGS8-Galphao binding modulators, primary screen, biochemical, multiplexed bead flow cytometry; Guanine nucleotide-binding protein G(o) subunit alpha (Homo sapiens), P09471; actives lie on both sides; response (percent of control binding), % at 10 µM; 220,000 compounds, 0.34% hits; AID 1423, 2008; in the data active = response below about 60% or above about 140%; inactive = in between;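 note: Galphao activated as the GDP aluminium fluoride complex binding bead-coupled RGS8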
ABCB1 inh – ABCB1 efflux pump inhibitors, primary screen, cell-based, multiplex, flow cytometry, ABCG2 counter-screen. ATP-dependent translocase ABCB1 (Homo sapiens), P08183. CCRF-Adr cells, JC-1 efflux. inhibition, % at 6.6 µM. 190,000 compounds, 0.067% hits; in the data active = inhibition above about 40%;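 note: 0% = vehicle and 100% = reference inhibitor; higher value means more JC-1 retained so stronger ABCB1 efflux block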
GSH fluor – compound fluorescence on glutathione beads, profiling panel, artefact control, biophysical, 488/530 nm, flow cytometry; GSH beads flow cytometry, compound fluorescence 488/530 nm; active compounds read high; fluorescence (KMESF) at 10 µM; 190,000 compounds, 0.25% hits; AID 1776, 2009; in the data active = fluorescence above about 89;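 note: glutathione beads carrying GST-tagged Bcl family fusion proteins plus one bare bead set; values are compound well signal with DMSO vehicle wells as background; inactives centre near 16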
Starred values were filed as active, the others as inactive; ? = inconclusive; . = no result given.

SMILES	RGS4-Gao reg	Mcl-1 Bim block	Mcl1 Noxa PPI	RGS7-Gao	Mcl1-Bid inh	ABCG2 block	Pf gametocyte	Avidin fluor	RGS8-Gao reg	ABCB1 inh	GSH fluor
Clc1cccc(-c2cc3nc4c(c(N5CCN(c6cnccn6)CC5)n3n2)CCCC4)c1	67	-1	-11	74	7	6	-22	3	77	9.3	104*
CCOc1cc(C(=O)OCC(=O)c2c(N)n(C)c(=O)n(C)c2=O)cc(OCC)c1OCC	96	5	-11	89	-15	2	.	7	96	0.1	9
Nc1nonc1C(=O)NCCNC(=O)c1ccccc1F	103	-3	4	103	-10	11	3	34	102	-0.2	23
CCc1ccc(-n2c(=O)c3c(C)c(C)sc3n(CC(=O)NCC3CCCO3)c2=O)cc1 (stereo unspecified)	102	0	15	97	-16	4	-15	13	101	1.1	10
OCC[C@@H]1C[C@@H](O)[C@H](O)[C@]2(CCCCO2)O1	103	-4	2	99	-3	0	-1	11	102	-0.4	19
CSc1nc2n(n1)C(c1cccs1)C1=C(CCCC1=O)N2 (stereo unspecified)	84	0	-2	79	-9	1	27	5	91	-0.1	22
Cc1ccc(CNC(=O)c2ccccc2N(C)S(C)(=O)=O)cc1	101	-5	18	?	-10	4	9	10	99	0.9	17
CCCCn1c(N)c(N(CCC(C)C)C(=O)CSc2nnc(C)s2)c(=O)[nH]c1=O	103	-1	0	103	-35	30	-2	20	101	3.6	15
O=c1oc2c(Cl)cc(Cl)cc2cc1-c1nnc(Nc2ccccc2F)s1	97	1	12	100	1	6	.	11	100	1.3	24
CC1(C)NC(=O)N(CCCOc2ccc(Br)cc2Cl)C1=O	102	1	25	99	-5	1	25	19	100	0.3	21

Entries listed above printed as active in GSH fluor.
| canonical_smiles | RGS4-Gao reg | Mcl-1 Bim block | Mcl1 Noxa PPI | RGS7-Gao | Mcl1-Bid inh | ABCG2 block | Avidin fluor | RGS8-Gao reg | GSH fluor |
| --- | --- | --- | --- | --- | --- | --- | --- | --- | --- |
| Clc1cccc(-c2cc3nc4c(c(N5CCN(c6cnccn6)CC5)n3n2)CCCC4)c1 | 67 | -1 | -11 | 74 | 7 | 6 | 3 | 77 | 104* |

Continuation.
SMILES	RGS4-Gao reg	Mcl-1 Bim block	Mcl1 Noxa PPI	RGS7-Gao	Mcl1-Bid inh	ABCG2 block	Pf gametocyte	Avidin fluor	RGS8-Gao reg	ABCB1 inh	GSH fluor
O=C(Nc1ccc(O)cc1)/C(=C\c1cccs1)NC(=O)c1ccccc1	101	0	10	105	-21	-4	-9	10	97	-0.7	20
O=C(CCc1nc2ccccc2[nH]1)Nc1ccc2c(c1)OCO2	85	0	7	83	-31	1	-7	11	89	-3.1	24
Cc1ccc(NC(=O)COC(=O)C(NS(=O)(=O)c2ccc(Cl)cc2)C(C)O)cc1 (stereo unspecified)	118	1	8	112	11	10	.	6	129	0.8	16
Cc1cc(C)n(-c2nc(C(=O)O)cs2)n1	101	-1	13	?	-7	1	-7	12	100	-0.2	12
O=C1c2ccccc2C(=O)c2c1ncn2-c1ccccc1	102	-5	-2	101	1	11	-4	6	103	1.6	9
Cc1onc(-c2c(Cl)cccc2Cl)c1COC(=O)c1ccc(Cl)cc1[N+](=O)[O-]	99	.	-16	?	-6	.	-24	3	100	.	.
O=C(c1cccc(Cl)c1)N1CCN(C(=O)c2ccco2)CC1	105	0	14	107	12	12	10	8	99	0.7	34
COc1ccc2c(c1)C(=O)CC(O)(C(F)F)O2 (stereo unspecified)	107	.	10	?	-8	.	0	5	102	.	.
Cc1cc2c(c(=O)n1Cc1cccnc1)C(c1cccs1)C(C#N)=C(N)O2 (stereo unspecified)	96	-3	7	99	-20	-1	.	1	88	-0.1	34
CC(C)c1cc(=O)n2[nH]c(N)nc2n1	98	-1	14	98	-3	2	-8	21	100	0.6	12
COc1ccc(NC(=O)N2CCCc3ccccc32)cc1	100	-1	-17	98	-10	8	-32	13	101	0.5	29
O=C(Nc1ccccc1)c1ccc(Br)o1	103	2	-3	102	-2	7	-2	10	102	0.7	18
COC(=O)c1ccc(NC(=O)CSc2n[nH]c(-c3ccncc3)n2)cc1	103	3	-3	98	-16	0	5	10	105	-0.2	7
CC(C(=O)Nc1ccc(S(N)(=O)=O)cc1)N1CCc2ccccc21 (stereo unspecified)	102	-4	14	100	-45	1	-13	20	104	0.1	10
COc1ccc(NC(=O)Cn2nc(C)c([N+](=O)[O-])c2C)cn1	103	0	14	99	1	2	-1	13	102	0.4	15
Cc1ccsc1/C=C(\C#N)C(=O)NCc1cccnc1	104	-5	1	105	-12	11	5	13	106	1.0	10
CCOC(=O)c1c(-c2ncc(C(F)(F)F)cc2Cl)noc1C	106	-3	9	107	-39	1	.	6	103	0.5	14
C=CCN=c1scc(-c2ccc3c(c2)NC(=O)CO3)n1/N=C(\C)c1ccccn1	103	1	-15	101	-28	1	5	19	104	-0.2	7
O=C(CN1C(=O)C2C3CC(C(Br)C3Br)C2C1=O)N1CCOCC1 (stereo unspecified)	96	-2	3	92	-9	7	13	7	97	0.6	11
C[C@]12CC[C@@H]3c4ccc(O)cc4[C@@H](O)C[C@H]3[C@@H]1CC[C@@H]2O	103	1	7	104	1	2	.	8	103	0.3	20

Seven structures already listed, ordered by SMILES length, smallest number first:
SMILES	RGS4-Gao reg	Mcl-1 Bim block	Mcl1 Noxa PPI	RGS7-Gao	Mcl1-Bid inh	ABCG2 block	Pf gametocyte	Avidin fluor	RGS8-Gao reg	ABCB1 inh	GSH fluor
O=C(Nc1ccccc1)c1ccc(Br)o1	103	2	-3	102	-2	7	-2	10	102	0.7	18
COc1ccc(NC(=O)N2CCCc3ccccc32)cc1	100	-1	-17	98	-10	8	-32	13	101	0.5	29
Cc1ccsc1/C=C(\C#N)C(=O)NCc1cccnc1	104	-5	1	105	-12	11	5	13	106	1.0	10
CCOC(=O)c1c(-c2ncc(C(F)(F)F)cc2Cl)noc1C	106	-3	9	107	-39	1	.	6	103	0.5	14
CC(C(=O)Nc1ccc(S(N)(=O)=O)cc1)N1CCc2ccccc21 (stereo unspecified)	102	-4	14	100	-45	1	-13	20	104	0.1	10
COc1ccc(NC(=O)Cn2nc(C)c([N+](=O)[O-])c2C)cn1	103	0	14	99	1	2	-1	13	102	0.4	15
C[C@]12CC[C@@H]3c4ccc(O)cc4[C@@H](O)C[C@H]3[C@@H]1CC[C@@H]2O	103	1	7	104	1	2	.	8	103	0.3	20

New compounds follow
SMILES	RGS4-Gao reg	Mcl-1 Bim block	Mcl1 Noxa PPI	RGS7-Gao	Mcl1-Bid inh	ABCG2 block	Pf gametocyte	Avidin fluor	RGS8-Gao reg	ABCB1 inh	GSH fluor
CCCCCC(=O)N1CC2(CC(c3cccc(NC(=O)c4ccccc4)c3)=NO2)C[C@@H]1C(N)=O (stereo partly specified)	96	-1	26	96	21	2	.	33	101	0.7	18
N#CCCN(Cc1cccnc1)C(=O)Nc1cccc(Cl)c1	99	2	14	101	-19	2	-1	14	101	0.5	29
CCOc1ccc2oc(C(=O)OCC(=O)NC(=O)NC3CCCC3)c(C)c2c1	94	-5	0	97	-31	-3	.	5	92	-1.9	12
Cc1ccc(C(=O)N(c2ccccn2)C(C)c2ccco2)cc1C (stereo unspecified)	86	3	-6	91	-31	1	25	7	93	0.4	9
CC(=O)Nc1nnc(SCC(=O)Nc2ccc(N3CCOCC3)c(Cl)c2)s1	96	.	20	?	-36	.	12	8	99	.	.
CCCCn1c(CN2CCN(CCO)CC2)nc2ccccc21	104	-1	-13	99	-15	-2	25	15	104	-2.6	26
CN(C)c1cccc2c(S(=O)(=O)NCc3ccc(S(N)(=O)=O)cc3)cccc12	95	.	-1	?	-6	.	-5	3	101	.	.
Cc1nnc(SCC(=O)N2c3ccccc3C(C)(c3ccc(Cl)cc3)CC2(C)C)s1 (stereo unspecified)	97	13	-3	97	5	16	4	3	97	11	5
CCC(C(=O)OCC(=O)Nc1cc(Cl)cc(Cl)c1)c1ccccc1 (stereo unspecified)	99	-2	0	100	-18	0	12	3	102	0.3	10
Cc1ccc(-c2cc(C(=O)Nc3c(C#N)cnn3C)no2)cc1	101	1	20	96	5	4	-23	14	99	3.6	30
O=C(Nc1ccc(S(=O)(=O)Nc2ncccn2)cc1)c1ccc(N2CCCC2=O)cc1	100	.	15	?	-72	.	-20	7	101	.	.
COc1ccc(N2C(=O)/C(=C/c3cccs3)NC2=S)cc1	101	-13	4	119	-45	-12	-2	8	83	-1.7	10
CCCc1cc(=O)[nH]c(SCC(=O)N(C)Cc2ccccc2)n1	102	1	6	100	-23	13	0	15	100	0.8	14
O=c1c2c(nc3nc(SCc4ccccc4)[nH]n13)CCC2	101	-3	10	102	-6	0	4	41	100	0.1	13
COC(=O)c1[nH]c2c(c1C)C(=O)CC(c1ccccc1)C2 (stereo unspecified)	101	0	-7	104	-12	1	.	43	101	0.1	13
CC1CCN(CCC(=O)N/N=C/c2ccc([N+](=O)[O-])cc2)CC1	99	0	5	98	-18	0	3	8	99	0.1	21
CCCn1c(=S)[nH]c2cc(Cl)ccc21	100	.	3	?	-150	.	-1	10	99	.	.
COc1cccc(-c2nc(CS(=O)(=O)CC(=O)NCCCOC(C)C)c(C)o2)c1	102	-1	6	97	5	2	-20	6	101	0.3	24
Cn1ncc2c(O/N=C(\N)c3ccc(C(C)(C)C)cc3)ncnc21	98	.	4	?	1	.	.	7	96	.	.
COC(=O)CN(C(=O)CSc1nnc(-c2cccc(OC)c2)o1)c1ccc(OC)cc1	101	2	28	98	-11	1	.	9	101	0.5	6
CCN(CC)CCOC(=O)CCc1cccc2ccccc12	102	-4	1	105	1	-1	16	27	101	0.8	11
O=C1OCC(CO)(CO)N=C1NNc1ccccc1[N+](=O)[O-]	96	.	9	?	-7	.	-3	9	99	.	.
